Screening results (PubChem)
EBI2 block: blocks human EBI2 receptor beta-arrestin signaling; EBI2 beta-arrestin recruitment, luminescence, 7a,25-OHC stimulated; 360,000 compounds, 0.81% hits; AID 651636; inhibition, % at 5 µM; P32249; in the data active = inhibition above about 38%;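 note: enzyme fragment complementation signal reports receptor beta-arrestin coupling in cells; 0% = agonist plus DMSO wells and 100% = wells without agonist; some results beyond the cut were filed as inactive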
MPTP inh: blocks calcium-induced mitochondrial swelling. AID 602449. inhibition, % at 10 µM. isolated mouse mitochondria, Ca2+ swelling absorbance, 30 min. 360,000 compounds, 1.4% hits;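 active = inhibition of 50% or more, scaled per plate between neutral and stimulator controls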;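 note: 0% = DMSO wells given calcium and 100% = 1 mM EGTA wells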
CCR6 antag: blocks CCL20-driven beta-arrestin recruitment at human CCR6 | 340,000 compounds, 0.49% hits | P51684 | CHO-K1 CCR6 PathHunter beta-arrestin, luminescence, CCL20-stimulated | inhibition, % at 20 µM | AID 493098;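 active = compounds whose inhibition of the agonist-driven luminescence signal at 20 µM reaches about 50%, limit read from the data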;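 note: cells stimulated with CCL20 at 14 nM final; plate controls were DMSO with CCL20 for no effect and DMSO without agonist for full effect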
Target sequence (P51684 whole entry, looked up): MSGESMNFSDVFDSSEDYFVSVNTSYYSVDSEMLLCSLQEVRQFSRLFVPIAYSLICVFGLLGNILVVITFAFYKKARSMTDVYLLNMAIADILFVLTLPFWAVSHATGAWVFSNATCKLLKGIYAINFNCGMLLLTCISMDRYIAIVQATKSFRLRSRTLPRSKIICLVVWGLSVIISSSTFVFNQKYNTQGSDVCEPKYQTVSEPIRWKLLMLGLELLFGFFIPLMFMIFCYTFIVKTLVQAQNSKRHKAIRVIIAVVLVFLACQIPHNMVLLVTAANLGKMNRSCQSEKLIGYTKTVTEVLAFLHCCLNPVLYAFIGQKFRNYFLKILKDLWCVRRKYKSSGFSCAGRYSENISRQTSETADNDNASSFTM
NR3A LBD binder: modulates the human NR3A ligand-binding domain; NR3A LBD differential scanning fluorimetry, Tm shift; 0% = protein alone, 100% = glycine-bound protein; Tm shift relative to glycine control, % at 25 µM; 340,000 compounds, 2.5% hits;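 active = melting temperature shift of at least 10% of the positive control shift, at one fixed dose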
CXCR6 block: CXCR6 (human) receptor inhibition | O00574 | 360,000 compounds, 0.36% hits | inhibition, % at 20 µM | CHO-K1 PathHunter CXCR6 beta-arrestin, luminescence | AID 602244; in the data active = inhibition above about 34%, passing the limit was not always enough;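 note: antagonist mode with CXCL16 agonist at 10 nM final; 0% = 10 nM CXCL16 with DMSO and 100% = unstimulated wells without agonist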
Target sequence (O00574 whole entry, looked up): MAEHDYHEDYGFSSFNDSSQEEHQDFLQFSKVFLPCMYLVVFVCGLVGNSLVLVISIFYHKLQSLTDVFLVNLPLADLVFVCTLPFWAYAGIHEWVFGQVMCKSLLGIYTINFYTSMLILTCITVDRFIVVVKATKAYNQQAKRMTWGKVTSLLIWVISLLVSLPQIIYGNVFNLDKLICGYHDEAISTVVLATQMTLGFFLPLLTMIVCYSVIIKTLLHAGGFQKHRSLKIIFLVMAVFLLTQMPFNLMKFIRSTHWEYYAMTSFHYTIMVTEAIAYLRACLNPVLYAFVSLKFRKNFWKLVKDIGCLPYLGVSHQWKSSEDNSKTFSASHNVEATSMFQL
Gli-Sufu antag: blocks Gli-Sufu signaling in a luciferase reporter; Sufu-KO-LIGHT fibroblasts, Gli luciferase reporter luminescence; inhibition, % at 5 µM; 340,000 compounds, 0.74% hits; AID 588413;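 active = inhibition above about 55%, limit read from the data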;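 note: 0% = DMSO-treated cells and 100% = wells with medium but no cells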
A3G deaminase: inhibitors of human APOBEC3G DNA deaminase. Q9HC16. recombinant A3G, ssDNA deamination FAM/TAMRA fluorescence. inhibition, % at 20 µM. 330,000 compounds, 0.28% hits;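 active = inhibition of at least 40% at 20 µM, with no more than 30% in the related APOBEC3A deaminase screen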;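 note: plate controls were DMSO wells with A3G for no effect and wells lacking A3G enzyme for full effect; some compounds called inactive have numbers as strong as hits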
A3A deaminase: human APOBEC3A DNA deaminase inhibition. inhibition, % at 20 µM. AID 493011. 330,000 compounds, 0.41% hits. recombinant A3A, FAM/TAMRA ssDNA deamination fluorescence;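 active = at least 40% inhibition at 20 µM here, with at most 30% in a related deaminase screen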;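 note: plate controls were A3A with DMSO for no effect and wells lacking A3A enzyme for full effect; some results filed as inactive read as strong as hits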
Target sequence (P31941 whole entry, looked up): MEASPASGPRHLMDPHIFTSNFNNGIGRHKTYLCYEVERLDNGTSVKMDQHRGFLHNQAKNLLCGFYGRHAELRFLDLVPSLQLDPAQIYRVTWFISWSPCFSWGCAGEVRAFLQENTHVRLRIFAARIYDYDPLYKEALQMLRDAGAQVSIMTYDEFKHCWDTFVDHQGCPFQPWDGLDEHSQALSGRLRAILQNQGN
Active calls of the source: *; / = not tested or not shown.

A first look, 5 compounds:
SMILES	EBI2 block	MPTP inh	CCR6 antag	NR3A LBD binder	CXCR6 block	Gli-Sufu antag	A3G deaminase	A3A deaminase
O=C1c2ccccc2NC(c2ccc(O)cc2)N1c1ccccc1 (centres undefined)	5	0.4	8	1	-2	-8	-2	1
Cc1ccc(S(=O)(=O)NNC(=O)Nc2cccc(C)c2C)c(C)c1	4	-1.3	-3	2	8	7	-4	0
COc1ccc(N2C(=O)NC(NS(=O)(=O)c3ccc(NC(C)=O)cc3)(C(F)(F)F)C2=O)cc1 (centres undefined)	-7	-0.8	6	-1	-8	3	-1	1
Cc1c(/C=N\NC(=O)c2ccc(F)cc2)cnn1C	7	-2.6	14	-4	-3	5	-3	-3
CCn1c(CSCc2ccccc2)n[nH]c1=S	-2	0.0	-7	-1	-6	-2	41*	-3

The whole of this part, repeating the preview:
SMILES	EBI2 block	MPTP inh	CCR6 antag	NR3A LBD binder	CXCR6 block	Gli-Sufu antag	A3G deaminase	A3A deaminase
O=C1c2ccccc2NC(c2ccc(O)cc2)N1c1ccccc1 (centres undefined)	5	0.4	8	1	-2	-8	-2	1
Cc1ccc(S(=O)(=O)NNC(=O)Nc2cccc(C)c2C)c(C)c1	4	-1.3	-3	2	8	7	-4	0
COc1ccc(N2C(=O)NC(NS(=O)(=O)c3ccc(NC(C)=O)cc3)(C(F)(F)F)C2=O)cc1 (centres undefined)	-7	-0.8	6	-1	-8	3	-1	1
Cc1c(/C=N\NC(=O)c2ccc(F)cc2)cnn1C	7	-2.6	14	-4	-3	5	-3	-3
CCn1c(CSCc2ccccc2)n[nH]c1=S	-2	0.0	-7	-1	-6	-2	41*	-3
Cn1cc(S(=O)(=O)N2CCCC2)cc1C(=O)NCc1ccc(F)cc1	-1	0.3	3	0	-5	4	-14	-6
N/C(=N\OC(=O)CCCOc1ccccc1)c1ccccn1	-4	3.0	-1	0	2	24	-6	-1
Brc1cccc(C2Nc3cccc4cccc(c34)N2)c1	0	3.3	-1	2	3	2	17	7
O=C(c1ccc(Cl)cc1)c1ccc(OCC(O)CN2CCCCC2)cc1 (centres undefined)	12	96*	18	-1	-6	13	-9	-4
COc1ccc(N2C=C3C(=O)C(C)(OC(=O)CCc4ccccc4)C(=O)C=C3C=C2c2ccc(C#N)cc2)cc1 (centres undefined)	4	1.8	3	-19	-16	-18	-6	-1
Nc1ccc(S(=O)(=O)NC2(C(F)(F)F)NC(=O)N(c3ccccc3Cl)C2=O)cc1 (centres undefined)	-23	-0.3	5	5	-1	2	-8	-2
NC(=O)[C@@H]1CCCN1Cc1c(C(=O)N2CCN(C3CCCCC3)CC2)nc2ccccn12	6	0.0	14	-1	-4	-8	-7	0
Cc1cc(C)c(C(=O)CSc2nnc(-c3cccnc3)n2C)c(C)c1	-1	-0.4	-18	1	4	7	-6	-5
Cc1ccccc1Nc1ccc2nonc2c1[N+](=O)[O-]	-17	-0.4	-1	1	2	6	-8	-2
COc1cc(OC)cc(C(=O)N2CCN(Cc3ccccc3C(F)(F)F)CC2)c1	13	-1.2	15	0	0	2	-4	1
CCCc1cc(C(=O)NNC(=S)NCC)c2ccccc2n1	1	-0.7	11	0	16	-4	-4	-2
Cc1cc(NC(=O)COc2ncnc3sc(C)c(C)c23)no1	1	-2.9	-25	0	7	7	0	1
COc1ccc(C(=O)OC(C)CN2CCOCC2)cc1 (centres undefined)	-4	4.3	2	0	-1	0	-8	-2
O=C(CCSc1nnc(-c2ccncc2)o1)Nc1ccccc1	-2	-1.2	0	0	-10	3	0	4
O=C(O)CCCCCNS(=O)(=O)/C=C/c1ccccc1	-6	-1.5	1	-2	5	-2	-4	-1
CN(CC(=O)NCCc1ccccc1)Cc1ccco1	-5	1.2	18	-1	4	-4	-7	-2
CCC(CC)C(=O)Nc1cccc(C(=O)NCCc2ccc(S(N)(=O)=O)cc2)c1	-4	-1.8	1	-2	-6	5	-2	-1
CCOc1cc(C(=O)OCC(=O)Nc2cc(C)on2)cc(OCC)c1OCC	9	-1.5	1	7	1	2	-5	1
Cc1ccc(NC(=O)C2C(C(=O)O)C3C=CC2C32CC2)cc1 (centres undefined)	-4	0.8	-10	-1	-1	-3	-2	1
CCOC(=O)CN(C(=O)Cn1nnc2ccccc21)C(C(=O)NCCOC)c1ccccc1 (centres undefined)	-1	3.8	14	0	-3	7	-1	-1
Cn1cc(CN2CCCC(C(=O)Nc3ccc(-c4cccc(F)c4)cc3)C2)cn1 (centres undefined)	1	8.8	16	1	-2	21	-2	-1
NC(=O)c1ccccc1NS(=O)(=O)Cc1ccccc1	0	-0.2	-4	-1	-2	2	-2	-2
COc1ccc(NC(=O)c2ccco2)cc1NC(=O)c1cccnc1	1	-1.2	10	-4	-6	1	-6	1
COc1ccc(NC(=O)CC2CCCC2)cc1S(=O)(=O)N1CCCCC1	-10	-0.1	17	0	-6	3	-1	-1
CCC(C)c1ccc(NC(=O)COC(=O)CCNS(=O)(=O)c2cccs2)cc1 (centres undefined)	1	0.1	14	-6	2	-15	-5	0
O=C(NCCCN1CCOCC1)/C(=C/c1cccs1)NC(=O)c1ccccc1	-2	-1.4	5	1	6	-16	0	3
COc1cc(Cl)c(C)cc1NC(=O)CSc1nnc(CCC(=O)O)c(=O)[nH]1	3	0.6	2	0	6	3	-7	-2
Cc1ccc(C(=O)NCC(=O)OC(C)C(=O)Nc2ccc(N(C)C)cc2)s1 (centres undefined)	-3	0.8	10	0	-1	-20	-6	-1
CCOc1ccc(-c2nc(CN3CCCCC3CCn3cccn3)c(C)o2)cc1 (centres undefined)	12	1.3	7	0	0	21	3	3
COc1ccc(C(=O)OC(C)C(=O)NC(C)CCc2ccccc2)cc1[N+](=O)[O-] (centres undefined)	4	-1.2	5	-1	-2	-2	-3	-3
CCN(CC)CCCNC(=O)c1cn(CC)c2ccc(S(=O)(=O)N(C)C3CCCCC3)cc2c1=O	-1	0.4	2	1	5	12	-6	-6
CN(C)C(CNC(=O)c1cccs1)c1cccnc1 (centres undefined)	-8	0.6	-6	0	1	1	-3	-4
CCOc1ccc(Cl)cc1/C=C1/C(=O)ON=C1C	-9	-0.1	-4	3	-6	-10	-6	-1
CCOC(=O)CNC(=O)CSc1nc(C)cc(C)c1C#N	1	-0.6	6	-3	6	-1	0	1
CC(Nc1nc(N2CCOCC2)nc2ccccc12)c1ccccc1 (centres undefined)	-3	1.3	2	1	4	15	-6	1
CCc1ccccc1NC(=O)CCc1c(C)nn(-c2ccc(N3CCOCC3)nn2)c1C	-1	-2.4	7	2	-1	-4	18	0
COc1ccc(C(=O)NC(=S)NC(C)c2ccccc2)cc1 (centres undefined)	0	-1.6	17	-7	-4	1	-2	-2
CCOC(=O)c1sc(=NC(=O)c2ccc(OC(C)C)cc2)n(C)c1C	-3	2.3	5	0	6	-3	-7	-12
CN1CCN(S(=O)(=O)c2ccc(NC(=O)C(C)(C)C)cc2)CC1	5	-1.9	-2	11*	-4	4	-4	0
CO/N=C/c1ccc(N2CCN(C(=O)c3cccc(C(F)(F)F)c3)CC2)c([N+](=O)[O-])c1	3	37	-8	-15	0	10	-3	0
CCOP(=O)(OCC)C(Nc1ccccc1)c1ccco1 (centres undefined)	4	0.5	8	-1	-4	22	10	1
c1ccc(-c2nnc3sc(-c4csc5c4CCCC5)nn23)cc1	-2	-3.3	7	-2	-5	14	37	0
CC(C)(C)C(=O)NC(C(N)=O)=C(Cl)Cl	4	-2.9	2	-2	-11	10	-5	-2
COCC(=O)Nc1nnc(Cc2ccc(OC)c(OC)c2)s1	-3	-0.3	-8	1	-10	-2	-3	-3
CCCCc1ccccc1NC(=S)NC1CCCC1	-12	-1.0	19	-2	9	11	-13	-7
CCn1c(SCC(=O)Nc2ncc(C(F)(F)F)cc2Cl)nnc1-c1cccc(C)c1	3	-0.8	10	0	2	1	-3	2
COCC(=O)Nc1c(C(=O)Nc2ccc3c(c2)OCCO3)oc2ccccc12	-1	-1.0	13	2	5	-122	-3	0
Cc1cccc(-n2ccc(=O)c(C(=O)Nc3ccc(S(=O)(=O)N4CCOCC4)cc3)n2)c1	-1	-1.6	9	2	7	2	-7	-6
Cc1ccsc1C(=O)N[C@@H](C)c1nnc2ccccn12	6	0.5	-3	0	2	7	-7	-4
Cc1ccc(NC(=O)Nc2nc3ccc(S(C)(=O)=O)cc3s2)cc1	9	65*	6	28*	-8	-10	-6	2
CN(Cc1ccnc2ccccc12)C(=O)C1CCC(=O)N(Cc2ccccc2F)C1 (centres undefined)	5	1.2	-3	0	-4	1	-4	-1
CC(C)(C)c1ccc(-c2noc(CCC(=O)Nc3cccnc3)n2)cc1	-4	4.5	6	-7	-11	71*	-8	-4
CC(=NNC(=S)Nc1cccc(Cl)c1)c1ccccn1	-29	-0.5	26	-8	5	57*	/	/
COc1ccc(C2C(C#N)=C(N)OC(C(C)(C)C)=C2C#N)cc1OC (centres undefined)	3	-2.4	5	-1	-10	4	-9	-4
Cc1cc(C)nc(N2CCCC(C(=O)NC3CCCC3)C2)n1 (centres undefined)	-7	-2.0	8	0	-8	1	-4	4
Next results follow.
SMILES	EBI2 block	MPTP inh	CCR6 antag	NR3A LBD binder	CXCR6 block	Gli-Sufu antag	A3G deaminase	A3A deaminase
C/C(=N\NC(N)=S)c1ccc(Cl)s1	2	0.1	-20	-2	3	9	-12	-5
CN(C)CCN=c1cc(-c2ccccc2)oc2ccc(Cl)cc12	11	3.0	22	-2	3	-72	/	/
OC(CNC1CCCC1)COc1ccccc1Br (centres undefined)	-3	0.7	11	0	4	17	-2	-3
CN1C[N+]([O-])=C(c2ccccc2)C1(C)C	-6	-1.1	-3	1	-9	8	-8	8
CCO/C=C1/C(=O)N(c2ccccc2OC)C(=O)c2ccccc21	-11	-2.0	1	-3	2	8	-8	-3
N#Cc1c(-c2ccc(Cl)cc2)c2c([nH]c1=O)-c1ccccc1OC2	1	2.5	-12	1	-7	-2	8	3
CC(NC(=O)COC(=O)/C=C/c1ccc2c(c1)OCO2)c1ccccc1 (centres undefined)	19	0.0	12	1	1	-17	1	4
Cn1cc(CN2CCC(C(=O)N3CCCCC3)CC2)c(-c2ccccc2F)n1	2	-0.6	9	0	-3	7	-6	2
O=C(Cn1cnc([N+](=O)[O-])n1)NCCc1ccccc1	4	0.2	-17	-1	-6	-3	62*	0
COc1ccc(C(=O)NNS(=O)(=O)c2ccc(OC)cc2)cc1	10	-0.3	6	0	-2	-2	0	-1
COc1ccc(OC)c2[nH]c(C(=O)O)cc12	-6	0.9	5	2	-5	0	-4	-4
COc1cc(OC)c2c(c1)C(=O)OC2	1	0.3	2	-6	-4	-1	-3	-1
COCCn1c(=O)[nH]c2cc(C(=O)N3CCN(c4cccc(Cl)c4)CC3)ccc2c1=O	5	-3.6	14	-1	-3	19	-7	3
CCOc1ccc(CCNC(=O)COC(=O)c2ccc(Cl)nc2)cc1OCC	-1	0.1	8	2	15	7	-8	3
CC(NC(=O)COC(=O)c1ccc2c(c1)S(=O)(=O)N=C1CCCCCN12)C12CC3CC(CC(C3)C1)C2 (centres undefined)	-7	2.3	11	18*	6	-1	-5	2
CCOC(=O)CC1(CC(=O)OCC)NC(=O)c2c(C)sc(C(=O)OCC)c2N1	2	0.6	-4	1	-2	25	-6	-5
O=C(Cn1cc(C(F)(F)F)ccc1=O)N1CCN(S(=O)(=O)c2ccccc2)CC1	-10	-0.8	5	2	-7	7	-4	-1
CC(=O)OC1CC2(C)C(C(C)=O)CCC2C2CCC3=CC(=O)CCC3(C)C12 (centres undefined)	9	0.4	8	-12	4	10	/	/
C=C(C)C(=O)Nc1ccc(OC(F)(F)C(F)F)c(NC(=O)C(=C)C)c1	-5	0.4	-8	0	2	4	11	7
CC1CCc2c(sc(NC(=O)CN3CCN(C(=O)c4ccco4)CC3)c2C#N)C1 (centres undefined)	-14	-0.4	4	2	-7	-3	-4	-3
